From PubChem
ssDAF12 agonist – activators of S. stercoralis DAF-12 nuclear receptor; HEK293 ssDAF-12/GRIP1 lit1-tk-luc reporter, luminescence; % of 3 µM dafachronic acid response; activation, % at 6.8 µM; actives 1% (n = 370,000); AID 652126;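 active = activation above the mean over all tested compounds plus 3 SD, cut at about 0.9% in these data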;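 also: 0% = DMSO-only wells and 100% = 3 µM delta7-dafachronic acid wells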
DAX1 inh-1 – blocks DAX1 repression of SF-1 activated StAR promoter | AID 652010 | inhibition, % at 6.8 µM | HEK293T StAR-luciferase reporter, SF-1/DAX-1 repression relief | actives 1.1% (n = 370,000);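 active = inhibition above the mean over all tested compounds plus 3 SD, cut at about 3.6% in these data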;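 also: 0% = DAX-1 cells with DMSO and 100% = cells lacking DAX-1 with DMSO; higher inhibition means more luminescence from relief of DAX-1 repression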
GAA850 FXN act – frataxin GAA850 promoter activation; HEK293 lucGAA850 FXN promoter luciferase reporter, 24 h; percent of 10 µM SAHA response; activation, % at 6 µM; actives 0.56% (n = 360,000); AID 540364;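 active = activation above the average of all compounds screened plus 3 SD, cutoff fixed separately per campaign, cut at about 7.5% in these data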;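 also: 0% = DMSO wells and 100% = 10 µM SAHA wells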
DAX1 inh-2 – inhibitors of human orphan nuclear receptor DAX1 (NR0B1). P51843. HEK293 Gal4-DAX1 luciferase reporter, luminescence. inhibition, % at 6.75 µM. actives 0.99% (n = 340,000). AID 504766;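 active = inhibition above the mean over all tested compounds plus 3 SD, cut at about 4.2% in these data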;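 also: 0% = DAX1-transfected cells with DMSO and 100% = empty-vector control cells with DMSO; inhibition shows as a rise in luminescence from relieved DAX1 repression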
Target sequence (P51843 207-470 limits assumed): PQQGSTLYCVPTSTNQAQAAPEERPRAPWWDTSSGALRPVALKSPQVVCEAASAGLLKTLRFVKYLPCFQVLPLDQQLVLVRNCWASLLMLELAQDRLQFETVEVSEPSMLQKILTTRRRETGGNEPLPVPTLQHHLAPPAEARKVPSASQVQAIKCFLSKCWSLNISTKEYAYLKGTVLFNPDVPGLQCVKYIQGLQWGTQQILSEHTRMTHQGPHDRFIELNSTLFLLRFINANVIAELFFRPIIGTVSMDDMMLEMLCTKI
PG9 Ab binder – binds the HIV-1 gp120 antibody PG9; AID 624416; TR-FRET gp120-PG9 antibody binding; actives 0.43% (n = 360,000); inhibition, % at 6.7 µM; in the data active = inhibition above about 8.5%
SMARCA2 activ – SMARCA2 function activation, primary screen; actives 1% (n = 370,000); MG213 cells, MMTV-luciferase reporter, dexamethasone, overnight; activation, % at 9.1 µM; in the data active = activation above about 7.8%;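 also: 0% = vehicle wells and 100% = reference activator wells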
hgDAF-12 ag – agonists of H. glycines DAF-12 nuclear receptor | activation, % at 6.8 µM | AID 687014 | HEK293 GAL4-hgDAF12 UAS-luciferase reporter, agonist luminescence; normalized to butyrate control | actives 1.8% (n = 370,000);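 active = activation above a cutoff set at the mean of all screened compounds plus 3 SD, cut at about 10% in these data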;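 also: 0% = DMSO wells and 100% = sodium butyrate wells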
ADAM10 inh – inhibits human ADAM10; actives 0.62% (n = 370,000); inhibition, % at 7 µM; AID 720582; recombinant ADAM10, EDANS/DABCYL FRET peptide cleavage, 3 h; O14672;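 active = inhibition above a per-campaign cutoff equal to the mean of compounds falling between control-based bounds plus 3 SD, cut at about 20% in these data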;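 also: 0% = DMSO wells while the 100% control is not disclosed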
ADAM17 inh – ADAM17 inhibition, QFRET primary screen; recombinant ADAM17, EDANS/DABCYL FRET peptide cleavage; inhibition, % at 6.95 µM; actives 0.83% (n = 370,000); AID 720648;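 active = inhibition above the mean of compounds lying between control limits plus 3 SD, set per campaign, cut at about 8.5% in these data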;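 also: 0% = DMSO-only wells as the low control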
Target sequence (P78536 215-824 limits assumed): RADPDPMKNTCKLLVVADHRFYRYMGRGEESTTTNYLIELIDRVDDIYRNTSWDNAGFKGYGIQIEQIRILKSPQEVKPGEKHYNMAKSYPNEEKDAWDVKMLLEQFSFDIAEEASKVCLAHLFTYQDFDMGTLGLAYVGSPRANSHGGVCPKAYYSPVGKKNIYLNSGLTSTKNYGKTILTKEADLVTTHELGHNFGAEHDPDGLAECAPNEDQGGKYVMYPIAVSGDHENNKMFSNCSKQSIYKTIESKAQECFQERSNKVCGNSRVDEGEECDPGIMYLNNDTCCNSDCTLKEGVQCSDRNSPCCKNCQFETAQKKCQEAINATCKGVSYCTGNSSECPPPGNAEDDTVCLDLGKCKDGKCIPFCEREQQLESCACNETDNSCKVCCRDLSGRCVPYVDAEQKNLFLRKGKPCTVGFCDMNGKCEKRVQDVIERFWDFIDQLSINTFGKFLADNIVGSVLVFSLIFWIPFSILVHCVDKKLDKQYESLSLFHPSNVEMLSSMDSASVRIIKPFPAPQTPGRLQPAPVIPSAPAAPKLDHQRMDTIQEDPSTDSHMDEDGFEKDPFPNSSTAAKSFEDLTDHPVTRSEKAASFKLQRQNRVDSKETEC
GC-A act – GC-A (human) enzyme activation | activation, % at 10 µM | actives 0.14% (n = 370,000) | P16066 | HEK293 GC-A cells, cGMP TR-FRET, EC30 ANP; 0% at EC30 ANP, 100% saturating ANP; in the data active = activation above about 40%
hcDAF-12 act – activators of H. contortus DAF-12 nuclear receptor; activation, % at 6.8 µM; HEK293 hcDAF-12 lit1-tk-luc reporter, luminescence; 0% DMSO, 100% Δ7-dafachronic acid; AID 652067; actives 1.4% (n = 370,000);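 active = activation above the mean of all tested compounds plus 3 SD, cut at about 5.5% in these data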;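 also: 100% = response to 3 µM Δ7-dafachronic acid high control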
An asterisk follows results filed as active; i = inactive; x = not tested or not shown.

molecule | DAX1 inh-2 | DAX1 inh-1 | ADAM10 inh | PG9 Ab binder | GC-A act | hcDAF-12 act | ADAM17 inh | hgDAF-12 ag | ssDAF12 agonist | GAA850 FXN act | SMARCA2 activ
Nc1nc2n(n1)C(c1ccc(Cl)cc1)CC(c1ccc(F)cc1)N2 (stereo not given) | 0.2 | 0.7 | -27.0 | -0.8 | -0.2 | 4.5 | -5.4 | -0.4 | -1.2 | 0.6 | -0.9
CN(CC(=O)NC1CCCc2ccccc21)C1CCCCC1 (stereo not given) | 0.6 | 0.8 | -8.5 | -0.6 | -4.3 | -1.6 | -1.3 | 3.6 | -1.8 | 0.8 | -1.2
Cc1cc(NC(=O)CSc2nc(C(C)C)nc3c2c(=O)n(C)c(=O)n3C)no1 | 1.5 | 0.9 | -4.0 | -1.1 | 6.9 | 1.6 | 3.2 | 1.8 | -1.5 | -1.2 | 2.6
O=C(O)/C(=C\c1ccccc1)c1ccccc1 | -0.7 | 0.8 | 6.6 | -2.3 | 0.3 | -0.5 | -3.5 | 0.1 | -1.5 | -0.8 | -3.4
COc1ccccc1CNC(=O)[C@H](C)NC(=O)C1CCN(C(=O)[C@@H](N)CCSC)CC1 | 2.6 | -0.4 | -7.8 | -1.3 | 3.3 | 0.6 | 0.0 | -0.2 | -1.1 | 0.1 | 1.5
Cc1ccccc1C(=O)Nc1ccc(S(=O)(=O)N2CCN(C)CC2)cc1 | -0.3 | -0.5 | 2.9 | -1.7 | -4.2 | -1.6 | 1.9 | 0.3 | -1.2 | -0.4 | 0.0
O=C(NC1(C(F)(F)F)C(=O)Nc2c1c(=O)[nH]c(=O)n2Cc1ccccc1)c1ccco1 (stereo not given) | 0.2 | -0.4 | 1.1 | -2.3 | -1.4 | 2.4 | -1.2 | -0.4 | -1.6 | -2.2 | 1.1
Cc1cccc(C)c1NC(=O)Cn1nc(C)n2cccc2c1=O | 2.2 | -0.3 | -4.2 | -0.2 | -1.5 | 1.1 | -2.4 | 2.5 | -1.2 | -0.5 | -1.8
O=c1cc(-c2ccccc2)oc2ccc(Cl)cc12 | 3.0 | 3.9* | -15.2 | 0.1 | -4.8 | 3.4 | -0.1 | 8.5 | -1.1 | 5.8 | 2.8
O=C(c1cc2nc(-c3ccccc3)cc(C(F)(F)F)n2n1)N1CCCC1 | 1.1 | 0.4 | 0.1 | -0.7 | 4.9 | -1.5 | -4.9 | -1.9 | -1.2 | 1.4 | 1.8
C/C(N)=C(/C#N)C(=O)COc1ccc(Cl)cc1Cl | 1.2 | 1.3 | 3.9 | -4.0 | 32.2 | -1.4 | -0.1 | 2.0 | 0.0 | 2.9 | 3.6
Fc1cccc(CSc2ccc(-c3ccc4c(c3)OCO4)nn2)c1 | 0.1 | 0.4 | 1.2 | 0.3 | 0.6 | -0.9 | -0.6 | 5.5 | -0.9 | -0.2 | 0.7
COC(=O)c1cc2occc2n1Cc1nc(-c2ccccc2C)oc1C | -0.4 | 1.4 | -5.2 | -0.4 | -8.0 | -2.2 | -0.3 | -0.8 | -0.9 | 1.6 | -0.9
COc1ccc(OC2C(=O)N(c3ccc(F)cc3)C2c2ccc(OC)c(OC)c2)cc1 (stereo not given) | -1.0 | -1.1 | 6.6 | 1.2 | -3.4 | -1.1 | -1.0 | -1.9 | -0.8 | -0.8 | -4.2
CC(C)CC(NC(N)=O)C(=O)NCCc1ccc(Cl)cc1Cl (stereo not given) | -0.3 | -0.1 | -10.0 | -1.1 | -4.0 | 0.2 | 1.8 | -0.4 | -0.2 | -0.1 | -3.3
COc1ccc(S(=O)(=O)Cc2ccc(C(=O)NCc3cccnc3)o2)cc1 | 0.1 | 0.1 | -10.2 | -1.9 | 1.7 | -2.1 | -1.8 | -2.4 | -1.7 | -2.3 | -1.0
CCOC(=O)N1CCN(C(=O)C[C@H]2C[C@@]3(C(=O)OC)C(=C[C@H](C(C)C)O[C@@H]3C3CC3)N(CCC3=CCCCC3)C2=O)CC1 | x | -0.2 | 1.6 | x | 0.0 | -3.6 | 0.0 | -2.6 | -1.2 | x | -4.8
O=C1NC[C@@H](CCCCN2C[C@H](Cc3ccc(O)cc3)N(CCc3ccc(O)cc3)C(=O)C2=O)N(CC2CCCCC2)C1=O | x | 0.3 | -26.6 | 0.3 | 1.8 | 0.2 | -3.3 | -1.2 | -0.5 | x | -1.8
CC1CCC(CN2C(Nc3ccccc3)=NC[C@@H]2Cc2ccccc2)CC1 (stereo not given in full) | 0.5 | -0.3 | 6.3 | 0.7 | -5.5 | 0.1 | -5.4 | 0.1 | -0.7 | -0.8 | 0.5
CCc1ccc(S(=O)(=O)N/N=C\c2ccc3c(c2)OCO3)cc1 | 0.3 | -0.3 | 5.7 | 0.6 | -3.5 | -0.5 | 3.0 | 2.4 | -1.1 | 1.3 | -3.1
N#Cc1nc(COc2ccc(F)cc2)oc1N1CCN(Cc2ccccc2)CC1 | 1.4 | -0.7 | 5.7 | 0.8 | -2.4 | -0.1 | 8.3 | -0.3 | -1.4 | 2.0 | 0.6
CCOC(=O)CNC(=O)CSc1nnc(Cn2c(=O)sc3ccccc32)n1C | -1.2 | 0.7 | -6.0 | 0.8 | -0.2 | -1.2 | 1.4 | 1.2 | -0.6 | 0.1 | 0.5
O=C(NCc1ccc(Cl)cc1)c1cccc(NC2=NC3CS(=O)(=O)CC3S2)c1 (stereo not given) | 0.3 | 0.8 | -12.9 | -1.9 | -0.7 | 0.8 | -2.7 | -2.0 | -1.3 | 0.6 | -2.8
CCN(CC)S(=O)(=O)c1ccc(OC)c(NC(=O)c2ccc(N3CCCC3=O)cc2)c1 | -0.3 | -1.2 | 7.3 | -2.3 | -0.1 | -0.5 | -2.0 | -1.3 | -0.7 | -0.1 | -1.9
CCCCCCOc1ccc(N2C(=O)CC(N3CCC(C(=O)OCC)CC3)C2=O)cc1 (stereo not given) | 1.7 | -0.1 | 1.8 | -0.9 | -0.1 | -1.0 | -1.1 | 3.2 | -0.7 | 2.0 | -4.0
O=c1c2cnn(-c3ccccc3)c2ncn1Cc1ccccc1 | -0.3 | -1.6 | -0.5 | -1.1 | 3.9 | -2.1 | -0.1 | 1.1 | -1.7 | -0.3 | -3.1
COc1ccc(-c2cc(NC(=O)Cc3c[nH]c4ccccc34)ccc2N(C)c2cccnc2)cc1F | x | -0.3 | -20.6 | -1.2 | 0.6 | 0.2 | -7.6 | 1.3 | -0.3 | x | -0.8
O=C(NCCC(=O)N1CCC2(CC1)NCCc1[nH]cnc12)c1ccc(Br)cc1 | 0.6 | 1.1 | -4.0 | -2.7 | -0.6 | 3.5 | 0.9 | -1.4 | -0.6 | -0.1 | -0.6
O=C(NCCCn1ccnc1)c1[nH]c(C(F)(F)F)nc1-c1ccccc1 | x | -0.1 | -9.8 | -1.8 | -0.2 | -0.1 | -1.2 | 1.8 | -0.8 | x | -0.8
CS(=O)(=O)Nc1cccc(S(=O)(=O)N2CCN(C(=O)c3ccccc3)CC2)c1 | 0.4 | -0.7 | 0.7 | 2.5 | 1.4 | -2.1 | -4.2 | 0.8 | -1.5 | 0.9 | -2.9
CC(=O)Nc1ccc(S(=O)(=O)NCc2nnnn2-c2ccc(Cl)cc2)cc1 | 0.2 | -0.4 | -6.8 | -0.3 | -2.9 | 0.3 | -5.6 | 1.6 | -1.2 | 0.1 | -2.9
Cc1cc([N+](=O)[O-])ccc1NC(=O)CCC(=O)N1CCCC1 | 0.5 | 0.4 | -5.3 | -3.0 | -4.3 | -1.3 | -2.2 | 2.8 | -0.7 | -0.9 | -1.7
COc1ccc(OC)c(NC(=O)CSc2nnc(CNc3ccc(F)cc3)o2)c1 | -1.5 | -0.5 | 2.4 | -1.2 | 1.7 | 2.4 | -1.1 | 2.1 | -0.3 | 1.8 | -1.0
CS(=O)(=O)Nc1ccccc1C(=O)Nc1ccccc1Cl | -0.1 | -0.8 | -16.1 | -0.6 | 3.6 | -0.6 | -9.5 | 0.1 | -1.1 | -0.9 | -2.5
FC(F)Oc1ccc(N=C2SCC3CCCCN23)cc1 (stereo not given) | 0.7 | 1.7 | -9.0 | -0.5 | 0.9 | 2.2 | -0.8 | 9.2 | -1.1 | 4.2 | 0.7
CCOC(=O)[C@]12CCCC=C1N(Cc1ccc(Cl)cc1Cl)C(=O)[C@H](CC(=O)N1CCC(c3ccccc3)CC1)C2 | x | -0.8 | 0.5 | 0.2 | -1.8 | 0.6 | 2.0 | -3.0 | -0.2 | x | -3.9
O=C(NCCN1CCOCC1)c1cccc(NS(=O)(=O)c2ccc(Br)cc2)c1 | 0.9 | -0.9 | -2.1 | -0.2 | 3.5 | 1.1 | -0.8 | -1.9 | -1.0 | 1.8 | 1.6
Cc1cccc(OCC(=O)NCc2ccccc2)c1 | -1.4 | 0.0 | 5.6 | 0.2 | 4.1 | -1.4 | 1.4 | -1.2 | -1.4 | 1.2 | 3.8
O=C(O)CCN1C(=O)C(=C2CCCCCC2)SC1=S | -0.3 | 0.2 | 2.6 | 0.0 | 9.2 | -1.2 | -8.4 | 0.4 | -1.5 | 0.5 | -0.7
Cc1cc(C)c2ccc(Cl)cc2n1 | 0.6 | 0.2 | 0.1 | -1.4 | 0.8 | -0.4 | -4.7 | -2.0 | -0.7 | -0.6 | -1.4
COc1cc(NC(=O)c2ccco2)c(OC)cc1NC(=O)CCC(=O)Nc1cc(C)ccc1C | 0.6 | -0.4 | i | 2.5 | -1.6 | -0.9 | -72.2 | -1.5 | -1.1 | -1.3 | 1.7
Cc1ccc(-c2nnc(N3CCOCC3)c3ccccc23)cc1S(=O)(=O)NCC1CCCO1 (stereo not given) | -1.6 | -0.8 | 2.1 | -0.7 | 5.8 | -0.3 | -0.6 | -0.9 | -2.0 | -0.6 | -1.0
COc1ccc(-c2nc3ccccc3c(=O)n2CCCN2CCOCC2)cc1 | 0.9 | 0.0 | -3.6 | -1.6 | -3.1 | -0.9 | -4.0 | -3.5 | -1.6 | -0.9 | 0.9
O=C(O)C1C2C=CC(C2)C1C(=O)NCCc1ccncc1 (stereo not given) | -0.1 | -0.7 | -1.6 | -0.6 | 2.3 | -0.6 | -7.2 | -1.3 | -0.9 | 1.0 | -2.9
O=C(CN1C(=O)C2C3C=CC(C3)C2C1=O)N1CC(=O)N(CCc2ccccc2)C(=O)C1 (stereo not given) | 0.8 | -0.2 | 4.3 | -0.5 | 1.1 | -0.7 | -3.0 | 1.7 | -0.9 | -0.4 | 0.4

3 entries from above, ordered by count of non-hydrogen atoms, lowest first:
molecule | DAX1 inh-2 | DAX1 inh-1 | ADAM10 inh | PG9 Ab binder | GC-A act | hcDAF-12 act | ADAM17 inh | hgDAF-12 ag | ssDAF12 agonist | GAA850 FXN act | SMARCA2 activ
Cc1cccc(OCC(=O)NCc2ccccc2)c1 | -1.4 | 0.0 | 5.6 | 0.2 | 4.1 | -1.4 | 1.4 | -1.2 | -1.4 | 1.2 | 3.8
CS(=O)(=O)Nc1ccccc1C(=O)Nc1ccccc1Cl | -0.1 | -0.8 | -16.1 | -0.6 | 3.6 | -0.6 | -9.5 | 0.1 | -1.1 | -0.9 | -2.5
O=C(CN1C(=O)C2C3C=CC(C3)C2C1=O)N1CC(=O)N(CCc2ccccc2)C(=O)C1 (stereo not given) | 0.8 | -0.2 | 4.3 | -0.5 | 1.1 | -0.7 | -3.0 | 1.7 | -0.9 | -0.4 | 0.4
